Screening results: PubChem, The Scripps Research Institute Molecular Screening Center
DDE Tn7 FP inh = DD(E)-Tn7 binding inhibition, primary FP screen. P02675. FP displacement of FITC-Tn7 peptide from fibrin DD(E); 0% = median of compound wells per plate. inhibition, % at 8.3 µM. hit rate 0.13% among 370,000;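 active means inhibition above the mean of compounds falling within the control limits plus 3 SD of them, cut at about 14% in these data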;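 further: 0% = plate median of compound wells and 100% = 10 µM Aha-Tn7 peptide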
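Assay system: human fibrin DD(E) protein / Input: 2 µM fibrin DD(E) / Benchmarks: high control of 10 µM Aha-Tn7 peptide / Measured by: fluorescence polarization of the labelled Tn7 tracer / Medium: Tris buffer with calcium and detergent, pH 7.8 / Timing: 10 min compound pre-incubation, 3 h probe incubation at room temperature / Repeats: one replicate per compound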
ARFGAP1 inhibitor = rat ARFGAP1 inhibition. Arfgap1-stimulated ARF1 GTP hydrolysis, GDP FP detection. hit rate 0.26% among 360,000. Q62848. inhibition, % at 16.5 µM;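 active means inhibition above a per-plate limit, mean inhibition of low control wells plus 3 SD, cut at about 25% in these data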;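 further: 0% = DMSO wells with enzyme and 100% = wells lacking Arfgap1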
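system = rat Arfgap1 catalytic domain, aa 1-136 | technique = FP, GDP Alexa 633 tracer displaced from anti-GDP antibody, 620/688 nm | compound = one concentration, 16.5 µM, DMSO 1.26% | medium = HEPES-based buffer, pH 7.5 | timing = compound-enzyme preincubation 20 min, reaction 120 min, detection 60 min, 25 °C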
DDE Tn6 FP inh = inhibitors of Tn6 peptide binding to human fibrin DD(E) | P02675 | Fibrin DD(E) TRITC-Tn6 fluorescence polarization displacement | inhibition, % at 8.3 µM | hit rate 0.21% among 370,000 | AID 720509;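 active means inhibition above a per-campaign cutoff: mean of compounds within control limits plus 3 SD, cut at about 15% in these data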;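 further: 0% = median of all compound wells on the plate and 100% = blocking peptide control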
ADAM17 inh = inhibitors of human ADAM17. P78536. recombinant ADAM17, EDANS/DABCYL FRET peptide cleavage. inhibition, % at 6.95 µM. hit rate 0.83% among 370,000. AID 720648;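 active means inhibition above the mean of compounds lying between control limits plus 3 SD, set per campaign, cut at about 8.5% in these data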;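 further: 0% = DMSO-only wells as the low control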
PLC-gamma1 inh = blocks human PLC-gamma1 enzyme activity; P19174; purified PLC-gamma1, fluorogenic substrate, fluorescence; inhibition, % at 12.2 µM; hit rate 0.84% among 370,000; AID 720700; in the data active means inhibition above about 9.5%
ASAP1 GAP inh = ASAP1 ArfGAP inhibition | AID 624377 | Q9ULH1 | ASAP1-stimulated ARF1 GTP hydrolysis, GDP FP detection | hit rate 0.19% among 360,000 | inhibition, % at 16.5 µM; in the data active means inhibition above about 25%;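 further: 0% = vehicle with enzyme and substrate and 100% = no enzyme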
LEDGF integ inh = blocks HIV-1 LEDGF/p75-dependent DNA integration. TR-FRET IN-LEDGF/p75 DNA integration, Eu/Cy5. inhibition, % at 3.7 µM. hit rate 0.64% among 370,000. AID 743269;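 active means inhibition above the screen-wide mean plus 3 SD, cut at about 13% in these data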;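 further: signal is the Cy5 over europium emission ratio at 671 and 618 nm; 0% = plate median of compound wells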
TDP2 absorb = TDP2 (human) inhibition, absorbance primary screen; O95551; AID 720702; recombinant TDP2, T5PNP hydrolysis, p-nitrophenol absorbance 415 nm; hit rate 0.34% among 370,000; inhibition, % at 12.8 µM;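 active means inhibition above the mean of all tested compounds plus 3 SD, set per campaign, cut at about 25% in these data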;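 further: 0% = DMSO with enzyme and 100% = buffer with substrate but no TDP2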
Target sequence (O95551 whole entry, looked up): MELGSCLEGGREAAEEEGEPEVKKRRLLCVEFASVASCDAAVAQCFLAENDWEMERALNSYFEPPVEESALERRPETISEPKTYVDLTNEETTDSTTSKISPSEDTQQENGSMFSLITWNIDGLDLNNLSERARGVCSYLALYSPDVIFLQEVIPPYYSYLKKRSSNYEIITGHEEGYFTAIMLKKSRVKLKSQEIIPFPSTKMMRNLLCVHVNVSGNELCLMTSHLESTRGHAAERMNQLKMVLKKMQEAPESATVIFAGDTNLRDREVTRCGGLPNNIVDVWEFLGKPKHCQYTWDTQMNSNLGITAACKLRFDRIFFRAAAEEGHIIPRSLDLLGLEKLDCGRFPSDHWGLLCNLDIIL
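test system = human TDP2 enzyme | input = TDP2 enzyme at 120 nM final | medium = 50 mM Tris-HCl pH 7.5 with Mg2+, KCl, DTT, BSA | also added = T5PNP substrate, 5 mM | times = 2 h at 37 °C | technique = epi absorbance | benchmarks = high control without enzyme, low control DMSO plus TDP2 | replication = each compound tested once, singlicate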
KLK7 zymogen act = activators of human kallikrein-7 zymogen. P49862. purified proKLK7, EDANS-DABCYL substrate fluorescence; 100% is mature enzyme control, 0% vehicle. activation, % at 7 µM. hit rate 0.9% among 370,000. AID 652039;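 active means activation above the mean of all tested compounds plus 3 SD, computed per campaign excluding outliers beyond control limits, cut at about 13% in these data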
ADAM10 inh = ADAM10 inhibition, QFRET primary screen; O14672; recombinant ADAM10, EDANS/DABCYL FRET peptide cleavage, 3 h; inhibition, % at 7 µM; hit rate 0.62% among 370,000; AID 720582;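 active means inhibition above a per-campaign cutoff equal to the mean of compounds falling between control-based bounds plus 3 SD, cut at about 20% in these data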;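 further: 0% = DMSO wells while the 100% control is not disclosed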
Target sequence (O14672 214-748 limits assumed): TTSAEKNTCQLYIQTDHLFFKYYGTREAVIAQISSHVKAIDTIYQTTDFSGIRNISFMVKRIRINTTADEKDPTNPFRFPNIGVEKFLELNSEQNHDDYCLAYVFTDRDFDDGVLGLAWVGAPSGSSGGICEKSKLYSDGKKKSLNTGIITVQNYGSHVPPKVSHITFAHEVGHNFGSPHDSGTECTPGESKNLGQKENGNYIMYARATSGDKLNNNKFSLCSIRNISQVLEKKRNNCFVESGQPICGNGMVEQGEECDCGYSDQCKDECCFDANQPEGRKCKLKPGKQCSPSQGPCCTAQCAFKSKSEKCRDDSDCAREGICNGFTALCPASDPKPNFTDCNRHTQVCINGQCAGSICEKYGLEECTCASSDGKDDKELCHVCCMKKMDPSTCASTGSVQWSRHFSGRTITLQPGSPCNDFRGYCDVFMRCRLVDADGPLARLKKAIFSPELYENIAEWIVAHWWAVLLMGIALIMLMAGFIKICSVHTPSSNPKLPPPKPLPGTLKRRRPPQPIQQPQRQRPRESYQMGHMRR
* hit, by the source's call; i = inactive.

A first look:
nr	Molecule	DDE Tn7 FP inh	ARFGAP1 inhibitor	DDE Tn6 FP inh	ADAM17 inh	PLC-gamma1 inh	ASAP1 GAP inh	LEDGF integ inh	TDP2 absorb	KLK7 zymogen act	ADAM10 inh
1	N#Cc1c(C(F)(F)F)cc(=O)[nH]c1SCC(=O)O	2	-3	0	-3	-3	6	1	1	0.1	-11
2	COc1ccc(C(=O)N2CCCC(C)(C(=O)NS(=O)(=O)C3CC3)C2)c(OC)c1 (centres undefined)	-3	9	-1	0	3	3	1	-5	-0.3	1

This part in full, from the start:
nr	Molecule	DDE Tn7 FP inh	ARFGAP1 inhibitor	DDE Tn6 FP inh	ADAM17 inh	PLC-gamma1 inh	ASAP1 GAP inh	LEDGF integ inh	TDP2 absorb	KLK7 zymogen act	ADAM10 inh
1	N#Cc1c(C(F)(F)F)cc(=O)[nH]c1SCC(=O)O	2	-3	0	-3	-3	6	1	1	0.1	-11
2	COc1ccc(C(=O)N2CCCC(C)(C(=O)NS(=O)(=O)C3CC3)C2)c(OC)c1 (centres undefined)	-3	9	-1	0	3	3	1	-5	-0.3	1
3	COc1cccc(C(=O)N2CCN(Cc3ccccn3)CC2)c1	1	-1	4	-5	1	8	6	6	0.3	-5
4	C[C@@H](O)c1nc2ccccc2n1N	-10	8	-2	-2	1	0	-3	-3	-0.5	-9
5	CCC/C(=N/NC(=O)c1nnn(-c2nonc2N)c1CN1CCCCC1)c1ccccc1	3	-3	-8	-3	0	11	2	3	0.1	-13
6	Cc1ccc(OCC(=O)N(Cc2ccccc2)C2CCS(=O)(=O)C2)c([N+](=O)[O-])n1 (centres undefined)	-3	-2	-5	-2	3	6	2	10	-0.1	-5
7	CCc1ccc(NC(=O)COc2cccc(-n3cnnn3)c2)cc1	3	-5	-2	-1	0	-11	2	0	0.7	1
8	COc1ccc(-n2cnnc2SCC(=O)Nc2cccnc2Cl)cc1	0	7	-1	-1	1	-7	3	3	-0.1	7
9	CC(Sc1nnnn1C)C(=O)Nc1ccc(Oc2ccccc2)cc1 (centres undefined)	-2	0	11	-1	2	5	-1	6	0.2	0
10	C/C(=N/NC(=O)c1ccc(C(C)(C)C)cc1)c1ccccn1	0	3	-8	-5	1	-4	0	-1	0.0	-8
11	COc1ccc(C(=O)NCC2OCCc3ccccc32)cc1OC (centres undefined)	-11	6	-1	2	-2	5	-1	-6	0.4	1
12	O=C(C#Cc1ccccc1)Nc1cccc(F)c1	7	-2	-7	0	2	-1	-1	-4	0.8	3
13	COc1cccc(-c2cc(CNC(=O)[C@@H](Cc3ccccc3)NC(=O)[C@H]3O[C@@H](n4cnc(C(N)=O)n4)[C@H](O)[C@@H]3O)no2)c1	-3	-9	-6	1	2	1	2	-10	0.4	-2
14	Cc1ccc(CN2C(=O)C(C)Nc3ncnc(N4CCOCC4)c32)cc1 (centres undefined)	-10	0	-4	0	1	7	3	1	0.2	1
15	CC(=O)ON=C1C=CC(=C(C#N)c2ccccc2)C=C1	6	-1	0	4	-3	-17	-1	1	-0.5	-2
16	Cc1c(-n2c(=O)n(Cc3ccccc3)c(=O)c3[nH]cnc32)cccc1S(C)=O (centres undefined)	4	4	4	-6	-1	-8	-2	-6	0.8	0

Record cards, from the list above. Values in the order: DDE Tn7 FP inh	ARFGAP1 inhibitor	DDE Tn6 FP inh	ADAM17 inh	PLC-gamma1 inh	ASAP1 GAP inh	LEDGF integ inh	TDP2 absorb	KLK7 zymogen act	ADAM10 inh
COc1ccc(-n2cnnc2SCC(=O)Nc2cccnc2Cl)cc1 is entered as 0	7	-1	-1	1	-7	3	3	-0.1	7
N#Cc1c(C(F)(F)F)cc(=O)[nH]c1SCC(=O)O is entered as 2	-3	0	-3	-3	6	1	1	0.1	-11
Cc1ccc(OCC(=O)N(Cc2ccccc2)C2CCS(=O)(=O)C2)c([N+](=O)[O-])n1 (centres undefined) is entered as -3	-2	-5	-2	3	6	2	10	-0.1	-5
CCc1ccc(NC(=O)COc2cccc(-n3cnnn3)c2)cc1 is entered as 3	-5	-2	-1	0	-11	2	0	0.7	1

Continuation:
nr	Molecule	DDE Tn7 FP inh	ARFGAP1 inhibitor	DDE Tn6 FP inh	ADAM17 inh	PLC-gamma1 inh	ASAP1 GAP inh	LEDGF integ inh	TDP2 absorb	KLK7 zymogen act	ADAM10 inh
17	COCCn1c(C)cc(C2=NNC(=Nc3ccc(F)cc3)SC2)c1C	2	-1	-6	0	-3	7	5	6	0.1	6
18	CCc1ccc(NC(=O)c2cc(-c3ccco3)on2)cc1	6	-5	-5	-4	-1	4	2	1	-1.5	-10
19	CCNC(=O)C(=O)NCC1CCCN1S(=O)(=O)c1cccs1 (centres undefined)	0	-4	-2	-5	3	-3	-2	1	-0.3	-9
20	Cc1ccc(C)c(S(=O)(=O)N2CCCCC2CCNC(=O)C(=O)NCc2ccccn2)c1 (centres undefined)	4	-13	6	-1	4	4	2	5	0.2	-7
21	O=C(CSc1nnc(-c2ccccc2Cl)o1)N1CCCCC1	-5	-8	6	-1	2	-3	-3	-2	0.0	-11
22	O=C(c1cc2cc(F)ccc2[nH]1)N1CCc2ccccc21	-9	11	-3	1	-4	7	5	-15	0.7	1
23	O=C(Nc1ccc2c(c1)OCCO2)c1coc2ccccc2c1=O	8	9	4	1	-5	-6	-1	9	-34	0
24	COc1ccc(OC)c(NS(=O)(=O)c2c(C)nc3sccn3c2=O)c1	1	-1	2	2	3	-4	0	-3	-0.2	-4
25	COc1ccc(C(=O)NN(C)c2nc(-c3ccccc3)nnc2C(F)(F)F)cc1	-11	2	6	0	-1	2	2	1	-0.3	4
26	COc1cccc(C2C(C(=O)c3cc4ccccc4o3)=C(O)C(=O)N2CCN(C)C)c1OC (centres undefined)	0	-4	-1	-5	-7	-7	-1	7	-0.1	-2
27	Cc1ccc2cc(S(=O)(=O)NCCCC(=O)O)ccc2c1	1	-1	-5	-2	-1	8	1	1	-0.1	2
28	COc1ccc2c(C)c(C(=O)N3CCN(Cc4ccccc4)CC3)oc2c1	2	-2	-1	1	-1	5	-2	-6	0.1	5
29	O=C(O)c1nc(-c2ccccc2)n(-c2ccc(Cl)cc2)n1	2	-2	0	-5	4	-6	1	9	-0.5	-1
30	CN(C(=O)C1CCN(S(=O)(=O)c2cccs2)CC1)c1ccccc1	2	-10	-7	4	5	-10	4	-13	-0.5	10
31	COc1ccccc1C(=O)Nc1ccc2c(c1)nc1n2CCSC1	-3	8	3	-7	-286	11	-1	-12	-77	-32
32	CCOC(=O)N1CCN(S(=O)(=O)c2ccc3c(c2)CCN3C(=O)CC)CC1	-1	1	-5	-5	6	-13	2	6	-0.4	-7

Reprinted from the listing for reference:
nr	Molecule	DDE Tn7 FP inh	ARFGAP1 inhibitor	DDE Tn6 FP inh	ADAM17 inh	PLC-gamma1 inh	ASAP1 GAP inh	LEDGF integ inh	TDP2 absorb	KLK7 zymogen act	ADAM10 inh
1	N#Cc1c(C(F)(F)F)cc(=O)[nH]c1SCC(=O)O	2	-3	0	-3	-3	6	1	1	0.1	-11
2	COc1ccc(C(=O)N2CCCC(C)(C(=O)NS(=O)(=O)C3CC3)C2)c(OC)c1 (centres undefined)	-3	9	-1	0	3	3	1	-5	-0.3	1
3	COc1cccc(C(=O)N2CCN(Cc3ccccn3)CC2)c1	1	-1	4	-5	1	8	6	6	0.3	-5

(more compounds)
nr	Molecule	DDE Tn7 FP inh	ARFGAP1 inhibitor	DDE Tn6 FP inh	ADAM17 inh	PLC-gamma1 inh	ASAP1 GAP inh	LEDGF integ inh	TDP2 absorb	KLK7 zymogen act	ADAM10 inh
33	CC(Oc1cccc(Cl)c1)C(=O)NCc1ccc(S(N)(=O)=O)cc1 (centres undefined)	3	2	7	-2	0	4	0	0	-0.2	-3
34	CCOC(=O)CCCNS(=O)(=O)c1c(C)ccc2nsnc12	-8	18	-6	-8	-1	12	0	4	-1.4	-19
35	COc1cc(O)c(C=NN2C(=O)CSC2=S)c(OC)c1	-2	9	7	-8	-28	-5	-1	-5	0.7	-60
36	Cc1cc(C(=O)Cn2nc(C(=O)O)c3ccccc3c2=O)c(C)n1-c1cccc(C(F)(F)F)c1	-6	-8	5	-2	1	2	-1	11	0.2	-6
37	COc1ccc(-n2c(=O)cc(N3CCN(c4ccccc4OC)CC3)[nH]c2=O)cc1	-2	-12	3	-3	6	-5	2	4	0.1	6
38	CCOC(=O)c1cc2c(ccn2C)n1CC(=O)N(Cc1ccccc1)c1ccccc1	-5	5	-8	3	-17	9	4	-11	0.4	-1
39	Clc1ccc(-c2c[n+](Cc3cccc(Cl)c3)c3n2CCC3)cc1	0	5	5	0	9	9	6	-6	-0.8	3
40	CC1CN(C(=O)c2cc3cc([N+](=O)[O-])ccc3oc2=O)CC(C)O1 (centres undefined)	-7	-15	-5	-2	2	6	0	11	0.1	-6
41	COc1cc(OC)cc(C(=O)OCC(=O)c2ccc(S(=O)(=O)N3CCCCC3)cc2)c1	7	-3	4	0	1	-7	2	5	0.4	1
42	C[C@@H]1CCCCO[C@H](CN(C)C)[C@H](C)CN([C@@H](C)CO)C(=O)c2cc(NC(=O)Nc3ccc(C(F)(F)F)cc3)ccc2O1	-4	4	-5	2	2	5	2	1	0.2	2
43	CC1(C)CC2CC(C)(CN2Cc2cccc([N+](=O)[O-])c2)C1 (centres undefined)	9	-8	1	0	3	2	7	-6	0.2	11
44	O=C(COc1ccccc1Br)Nc1ccc2c(c1)OCCCO2	-4	0	-4	-1	0	1	-3	1	0.0	2
45	Nc1nc2ccccc2nc1N	9	0	-6	-151	-29	-3	-1	0	0.9	i
